HEK293 tox = cytotoxicity counter-screen for GLP-1 receptor inverse agonists; Potency, µM (top dose mostly 38.3 µM), for inactives: at the top dose activity change, negative = inhibition, most hits filed as inhibitors; AID 624418; 410,000 compounds, 0.13% hits; HEK293 cAMP-luciferase reporter cells, luminescence, 24 h;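 note: loss of luciferase light is scored as toxicity; potency is the fitted concentration of half-maximal effect; % is set by controls: 0 for no effect and ±100 for the full control effect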
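Cells in DMEM/10% Nu serum/1% pen-strep, 1536-well format. Pre-incubated 12 h, dosed with 23 nL compound, incubated a further 24 h. Luciferase detection, 12 min at room temp, luminescence.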
GLP1R inv ag = inverse agonists of human GLP-1 receptor; 410,000 compounds, 1.6% hits; Potency, µM (series often up to 38.3 µM), without a hit: at the highest dose activity change, negative = inhibition, most hits filed as inhibitors; AID 624417; HEK293 GLP-1R CRE-luciferase, luminescence, 24 h; GLP-1R form is constitutively active; note: potency is the fitted concentration of half-maximal effect; % is set by controls: 0 for no effect and ±100 for the full control effect; nearly all actives have a fitted effect of over 55% in size
Target sequence (P43220 whole entry, looked up): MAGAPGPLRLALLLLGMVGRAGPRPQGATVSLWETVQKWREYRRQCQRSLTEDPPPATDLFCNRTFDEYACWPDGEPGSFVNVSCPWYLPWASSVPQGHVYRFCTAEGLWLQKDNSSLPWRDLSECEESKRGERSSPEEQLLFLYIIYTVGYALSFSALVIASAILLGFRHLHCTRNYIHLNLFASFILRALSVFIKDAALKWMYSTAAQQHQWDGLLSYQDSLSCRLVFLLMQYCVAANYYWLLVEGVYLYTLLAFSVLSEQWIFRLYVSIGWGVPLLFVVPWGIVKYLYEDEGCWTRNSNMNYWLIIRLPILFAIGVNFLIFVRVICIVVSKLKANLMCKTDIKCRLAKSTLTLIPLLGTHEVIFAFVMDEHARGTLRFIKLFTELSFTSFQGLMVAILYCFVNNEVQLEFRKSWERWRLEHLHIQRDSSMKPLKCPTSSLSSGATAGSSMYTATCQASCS
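Cells are plated, allowed 12 hours at 37 deg C, then treated with compounds for 24 hr before luciferase detection reagent is added and luminescence is read after 12 min at room temperature. The HEK293 line carries constitutively active GLP-1R with a cAMP-responsive reporter.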
DRD3 agonist = agonists of human D3 dopamine receptor | 410,000 compounds, 0.58% hits | AID 652048 | D3R DiscoveRx beta-arrestin cells, luminescence, 90 min | P35462 | max activation, %; in the data active = max activation above about 30%; note: 0% is about no effect; mostly tested at two doses, the higher about 12 µM
Target sequence (P35462 whole entry, looked up): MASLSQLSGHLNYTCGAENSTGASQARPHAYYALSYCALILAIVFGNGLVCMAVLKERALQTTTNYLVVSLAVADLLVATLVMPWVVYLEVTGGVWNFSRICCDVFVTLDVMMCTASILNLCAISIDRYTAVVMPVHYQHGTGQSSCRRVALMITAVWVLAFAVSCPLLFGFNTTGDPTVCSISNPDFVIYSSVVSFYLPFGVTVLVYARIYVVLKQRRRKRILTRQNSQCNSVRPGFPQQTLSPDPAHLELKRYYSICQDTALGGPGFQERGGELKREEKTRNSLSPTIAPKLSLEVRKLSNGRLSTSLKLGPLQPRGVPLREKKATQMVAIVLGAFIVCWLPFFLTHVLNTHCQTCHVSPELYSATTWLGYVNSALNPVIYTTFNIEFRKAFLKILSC
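Agonist-mode cell screen: cells plated at 1500/well and incubated overnight at 37 °C, then exposed to library compounds for 90 min at 37 °C. Detection reagent was added for 30–60 min at room temperature, and luminescence was read.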
aSyn rescue = inhibitors of alpha-synuclein toxicity in yeast; Potency, µM (series often up to 46.1 µM), without a hit: top-dose growth rescue (activation), actives largely listed as activators; 370,000 compounds, 0.14% hits; Yeast expressing alpha-synuclein, growth rescue, BacTiter-Glo, 24 h; note: potency is the fitted concentration of half-maximal effect; % of control where 0% means no effect; nearly all actives have a fitted effect of over 65% in size
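Rescue of yeast growth: cells expressing toxic alpha-synuclein, induced in galactose at OD600 0.02, incubated with compound 24 h at 30 C. ATP luminescence quantified growth; inhibitors of toxicity appear as activators.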
KB-V1 cytotox = kills drug-selected multidrug resistant KB-V1 cells | KB-V1 MDR cells viability, CellTiter-Glo, 72 h | 400,000 compounds, 3.4% hits | Potency, µM (doses to about 46.1 µM), for inactives: top-dose activity change, negative = cytotoxicity, most hits filed as cytotoxic | AID 1347076; note: potency is the fitted concentration of half-maximal effect; % is set by controls: 0 for no effect and ±100 for the full control effect; nearly all actives have a fitted effect of over 60% in size
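Following 72 h at 37 degrees C with compound, KB-V1 cell viability was read by CellTiter-Glo luminescence, medium being phenol-red-free DMEM plus 10% FBS; concentration-response parameters came from normalized, curve-fitted qHTS data.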
GLP-1R agonist = GLP-1 receptor (human) agonism; HEK293 GLP-1R CRE-luciferase, luminescence, 4-6 h; cells express a hypersensitive GLP-1R form; Potency, µM (doses to about 45.6 µM), for the others: top-dose activation, most hits filed as activators; 380,000 compounds, 0.007% hits; note: potency is the fitted concentration of half-maximal effect; % of control where 0% means no effect
PTHR1 agonist = activates the human parathyroid hormone receptor PTHR1. Potency, µM (highest dose often 115 µM), for the others: top-dose activation, actives largely listed as activators. AID 743266. 410,000 compounds, 0.075% hits. HEK293 GP2 PTHR1 cells, GloSensor cAMP luminescence, 1 h. Q03431; note: potency is the fitted concentration of half-maximal effect; nearly all actives have a fitted effect of over 55% in size; some results filed as inactive show a strong effect at the top dose; inactives centre near -15; many of its hits are not listed in these tables
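HEK-293-derived GP2 cells expressing PTHR1 and a GloSensor cAMP reporter, 3,000/well, plated overnight, given luciferin plus IBMX (each 0.5 mM as added) for 1 h at 37 °C, then compound for 1 h at 37 °C. Luminescence was read after 15 min at room temperature.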
TDP-43 yeast inh = inhibitors of TDP-43 toxicity in yeast. 410,000 compounds, 1.8% hits. AID 652104. TDP-43 expressing yeast growth rescue, BacTiter-Glo, 24 h. Potency, µM (series often up to 46.1 µM), for inactives: top-dose growth rescue (activation), actives largely listed as activators; note: potency is the fitted concentration of half-maximal effect; % of control where 0% means no effect; nearly all actives have a fitted effect of over 50% in size
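In this qHTS, compounds that restore growth of yeast expressing TDP-43 appear as activators. Cells (OD600=0.02, galactose medium, raffinose-pregrown) are incubated with compound 24 hr at 30 deg C and growth is quantified by BacTiter-Glo.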
DRD3 antagonist = antagonists of human D3 dopamine receptor; D3R cells, DiscoveRx beta-arrestin luminescence, antagonist mode; hits give low values; 360,000 compounds, 2.5% hits; P35462; max response, negative = inhibition, %; in the data active = max response below about -50%; inconclusive = no clear call, values can overlap the other calls; note: % is set by controls: 0 for no effect and ±100 for the full control effect; mostly tested at two doses, the higher about 12 µM
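Cells expressing the human receptor were seeded at 1500 cells/well, incubated overnight at 37 degrees C in 5% CO2, then exposed to library compounds with dopamine controls for 90 minutes at 37 degrees C before luminescent detection.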
The depositor's hits bear a star; i = inactive; u = inconclusive; x = not tested or not shown; & = joins results of further samples; [ ] = remark or other dose. Unless noted, calls come from the whole dose curve; as a rule, active = well fitted curve in the direction sought with a large enough effect; inconclusive = small, poorly fitted or top-dose-only effect, or another doubt; inactive = no such curve, though single readings can be large; an effect the other way counts as inactive or inconclusive. The list is partial, so the mix of outcomes need not match the whole.

| Molecule | HEK293 tox | GLP1R inv ag | DRD3 agonist | aSyn rescue | KB-V1 cytotox | GLP-1R agonist | PTHR1 agonist | TDP-43 yeast inh | DRD3 antagonist |
| --- | --- | --- | --- | --- | --- | --- | --- | --- | --- |
| Cc1ccccc1Cn1c2ccccc2c2cnn(CC(=O)NCCc3ccccc3)c(=O)c21 | 7% | 18% | -12 | x | -13% | x | 25% | -6% | x |
| COC(=O)C1CCN(C(=O)NC(C)(C)C)CC1 | 2% | 4% | 1 | 0% | u | -2% | -23% | 20% | 0 |
| Cc1ccc(N(CC(N)=O)C2SC(=O)N(Cc3ccccc3)C2=O)cc1 (stereo not drawn) | 4% | -10% | 10 | -1% | 11% | 4% | -11%[57.5 µM] | -4% | 5 |
| CCCCc1c(C)nc(Nc2ccc(OC)cc2)[nH]c1=O | 1% | 11% | -8 | 0% | 23µM* | 22% | -13% | -27% | 3 |
| Cc1ccc(CN/C=C/C(=O)c2ccc(Br)cc2)cc1 | 0% | u | 0 | -67%[inhibitor] | -15% | -6% | -28% | -95%[inhibitor] | -5 |
| O=C(c1ccccc1)N1CCN(c2ccc(NCc3ccc4c(c3)OCO4)cc2)CC1 | -8% | u | 3 | 0% | -2% | -4% | i | 19% | 17 |
| C=CCC(C#Cc1ccccc1)N(C)C (stereo not drawn) | 8% | 7% | -1 | 0% | 1% | -7% | i | 19% | -8 |
| O=S(=O)(Nc1cccc(-c2nc3cccnc3s2)c1)c1cccs1 | -14% | 122%[activator] | 8 | -5% | 8% | 22% | -18% | -14% | 4 |
| COc1cc(CC(=O)NCc2ccccn2)cc(OC)c1OC | -3% | -6% | 2 | 1% | 28% | -9% | i | 24% | -24 |
| Cc1cccc(C(=O)OCC(=O)N2CC(=O)Nc3ccccc32)c1C | 7% | -18% | -9 | -12% | -7% | 0% | -5% | -18% | 17 |
| CCCOc1ccc(C(O)(CCN2CCCCC2)c2ccccc2OC)cc1 (stereo not drawn) | -28% | u | -9 | 1% | -3% | 10% | u | -10% | -10 |
| COC(=O)C1=C(C)N(c2ccccc2)/C(=C/c2cccs2)C1=O | -3% | 0% | 6 | -6% | 8% | -9% | -3% | -12% | 8 |
| Cc1c(C(=O)NCC2CCCO2)oc2c(Cl)cccc12 (stereo not drawn) | 11% | 7% | 3 | 1% | -27% | 16% | -3% | 12% | u |
| CCSc1nc(N)c(C#N)c(-c2ccco2)c1C#N | -9% | 54%[activator] | -7 | 1% | 0% | 15% | u | 3% | 0 |
| C/C=C(\C)C(=O)Nc1cccc(C2=NOC3(C2)C[C@@H](C(N)=O)N(C(=O)c2cc([N+](=O)[O-])cc([N+](=O)[O-])c2C)C3)c1 (stereo partly drawn) | 3% | 18% | -23 | -9% | -12% | 13% | 12% | 5% | 7 |
| Cc1nnc(SCc2nc(N)nc(Nc3ccccc3)n2)s1 | -14% | 0% | 0 | -1% | -1% | u | i | -4% | 4 |
| COc1ccccc1CNC(=O)C1CCN(c2ncnc3c2nc2n3CCCCC2)CC1 | 1%&20% | 10%&5% | 5&-3 | 1% | -10%&-17% | -2% | u | -17%&9% | -2 |
| CCN(CC)CCOc1ncnc2c1oc1ccccc12 | -5% | 0% | -6 | 0% | -13% | -1% | i | -7% | u |
| CC(NC(=O)c1ccc(CS(=O)(=O)c2cccc(C(F)(F)F)c2)o1)c1ccc2c(c1)OCCO2 (stereo not drawn) | -15% | -29% | 0 | 2% | -35% | 1% | i | -3% | 2 |
| CCOc1nc(-c2ccc(Cl)cc2Cl)ccc1C#N | 8% | 26% | -9 | -6% | -23% | 2% | -21% | -11% | -5 |
| CC(=O)/C=C\c1cn(-c2ncc(C(F)(F)F)cc2Cl)c2ccccc12 | -15% | u | 1 | -15% | u | -10% | -7% | u | 15 |
| CC(=O)c1cccc(NC(=O)C=C(C)C)c1 | 3% | 6% | -11 | -5% | 17% | 5% | i | 7% | -16 |
| Cc1ccc2nc(-c3ccc(Cl)cc3)c(Cc3ccccc3C(F)(F)F)n2c1 | -14% | -30% | 19 | 14% | u | -1% | -90%[inhibitor] | u | 4 |
| CSc1nc2ccccc2n1C(=O)Oc1ccccc1 | 1% | 2% | -2 | 11% | 2% | -9% | -7% | 19% | 21 |
| CC(C)NC(=O)N(C)C[C@@H]1OCCCC[C@@H](C)Oc2ccc(NC(=O)Nc3ccc(F)cc3)cc2C(=O)N([C@H](C)CO)C[C@@H]1C | 4% | 18% | -10 | -7% | -11% | 0% | 1% | 4% | 0 |
| CC(C)(C)n1nc2c(c1NC(=O)COc1ccc(Cl)cc1)CSC2 | -18% | u | 16 | 1% | -14% | -4% | -22% | -26% | 14 |
| CCn1cc(CN2CCC(n3nccc3NC(=O)c3ccc(OC)cc3)CC2)cn1 | -8% | -28% | 8 | -2% | 0% | -1% | 6% | -6% | 8 |
| CC1CCN(C(=O)Cn2c(=O)n(Cc3ccc4c(c3)OCO4)c(=O)c3ccccc32)CC1 | 16% | u | -2 | 5% | u | -25% | -5% | 5% | -2 |
| COC(CNC(=O)CSCc1nc(-c2ccc(SC)cc2)oc1C)OC | -18% | -26% | 6 | 2% | u | 7% | -25% | -3%[0.397 µM] | 8 |
| COc1ccc([N+](=O)[O-])cc1NC(=O)N(C)Cc1ccco1 | 4% | 2% | -2 | 2% | 0% | -4% | -6% | -12% | 0 |
| CCN(c1ccccc1)S(=O)(=O)c1ccc2[nH]cc(C(=O)NCc3ccc(C)cc3)c(=O)c2c1 | 3% | 4% | 3 | x | 5% | -2% | -30%[inhibitor] | 10% | x |
| O=C(CCl)Nc1ccc(N=Nc2ccccc2)cc1 | u | u | 2 | -36%[inhibitor] | -3% | 17% | -44%[inhibitor] | 30% | -18 |
| CCCCc1nc(NCc2ccccc2)c(C#N)c2c1CCCC2 | 2% | 15% | 0 | 8% | 8% | 12% | -11% | -8%[0.397 µM] | -5 |
| COc1ccc(NC(=O)c2cc(C(C)C)on2)cc1OC | 5% | 34%[activator] | -41 | 0% | 21µM* | -2% | 29%[57.5 µM] | 5% | -6 |
| COc1ccccc1-n1nnnc1S(=O)(=O)Cc1ccc(Cl)cc1 | u | u | -24 | -3% | u | -40%[inhibitor] | -34%[inhibitor] | u | u |
| Cn1c(SCc2cc([N+](=O)[O-])cc3c2OCOC3)nnc1-c1ccccn1 | 0% | 5% | -8 | -3% | u | 7% | i | -22% | u |
| Cc1cccn2c(=O)c3cc(C(=O)NC4CCCC4)sc3nc12 | 20% | 18% | -1 | 11% | -13% | 27% | i | u | 16 |
| Cc1sc2nc(SCC(=O)N3CC(C)OC(C)C3)n(C)c(=O)c2c1C (stereo not drawn) | -3% | 25% | 25 | -4% | x | 19% | i | 18% | 24 |
| O=C(COC(=O)c1cccnc1Cl)Nc1cc(S(=O)(=O)N2CCCCCC2)ccc1Cl | -6% | 3% | 4 | 0% | -6% | 12% | -26% | 19% | 20 |
| Cc1ccc2c(C)ccc(O)c2n1 | -7% | u | -7 | -9% | 3% | -18% | i | u | -79* |
| Cc1nc2scc(C)n2c(=O)c1S(=O)(=O)Nc1ccc(N2CCOCC2)c(Cl)c1 | 26%&2% | 38%&7%[activator] | 1&-2 | u | -22% | -7% | -35%&29%[inhibitor] | u | 34 |
| Cc1ccc(-c2cc(C(=O)N3CCCc4ccccc43)c3ccccc3n2)cc1 | 7% | -3% | -12 | -15% | 23µM* | 0% | 12%[57.5 µM] | -14% | -15 |
| CCCCN(C)C(=O)CNC(=O)c1nn(-c2ccc(OC)cc2OC)c(=O)c2ccccc12 | 7% | 13% | -10 | -3% | 2% | 14% | -6% | -9% | -22 |
| O=C(Cn1c(=O)c2sccc2n(Cc2ccc([N+](=O)[O-])cc2)c1=O)NCCc1ccccc1 | 9% | 0% | -11 | -4% | 0% | 3% | -49%[inhibitor] | 19% | -23 |

Screening results deposited in PubChem by National Center for Advancing Translational Sciences (NCATS).
